# DNMT1 block = blocks human DNA methyltransferase DNMT1; DNMT1 molecular beacon, Hinp1I cleavage, fluorescence; AID 588458; inhibition (reported as % activation of signal), % at 10 µM; P26358; 360,000 tested, 0.83% active; in the data active = inhibition above about 50%
# SUMO1 PPI mod = alters human SUMO1 binding to SIM partners | inhibition, % at 20 µM | AID 602429 | 360,000 tested, 0.33% active | SUMO1 binding to a labelled peptide, TR-FRET, 1 h; in the data active = inhibition above about 37%
# TbMetRS inhib = Trypanosoma brucei MetRS inhibition. purified T. brucei MetRS, ATP depletion, Kinase-Glo luminescence. 360,000 tested, 0.4% active. inhibition, % at 11.9 µM. AID 624268;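 active = inhibition above a per-plate cutoff of the control wells' mean inhibition plus 3 SD, cut at about 5.5% in these data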;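 note: 0% = DMSO wells median and 100% = median of wells with control inhibitor compound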
#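 Dosing: 11.9 µM single point; system: parasite MetRS enzyme; technique: luminescence of leftover ATP; times: 15 min enzyme-compound preincubation, 2 h reaction, 10 min detection, 25 °C; replicates: each compound tested once; read-out basis: percent inhibition relative to median high and low control wells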
# Scp1 inh = Scp-1 (human) phosphatase inhibition | Recombinant Scp1, phosphopeptide, malachite green phosphate absorbance | 340,000 tested, 0.88% active | inhibition, % at 20 µM | Q9GZU7;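 active = inhibition above about 50% at 20 µM, limit read from the data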;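 note: plate controls were DMSO wells with enzyme for no effect and wells lacking enzyme for full effect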
#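 Test system: SCP-1 phosphatase catalytic domain, residues 76-261; measured by: colorimetric phosphate reagent with accelerator and stabiliser, absorbance at 630 nm; timing: enzyme reaction 45 min at room temperature, colour 5 min, stabilisation 30 min; also added: Phosphorylated 17-residue peptide substrate; compound dosing: one concentration, 20 µM, with 1.0% DMSO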
# CendR NRP1 mod = NRP-1/CendR interaction modulation; 360,000 tested, 0.85% active; FAM-RPARPAR peptide binding to NRP-1, fluorescence polarization; inhibition, % at 25 µM; AID 602438; O14786;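 active = inhibition or corrected inhibition above about 18%, plus a signal ratio from 0.5 to 1.5, limit read from the data, passing the limit was not always enough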; note: strong numbers were not always called active
# LMPTP inh = blocks human LMPTP phosphatase. inhibition, % at 20 µM. recombinant LMPTP-A, OMFP fluorogenic substrate, fluorescence intensity. 360,000 tested, 0.22% active;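 active = compounds that cut the enzyme signal by at least half of the control window in the single-dose screen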;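 note: plate controls were DMSO wells with enzyme plus substrate for no effect and substrate without enzyme for full effect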
#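 Buffer or medium: Bis-Tris pH 6.0, DTT, detergent; Assay system: LMPTP-A enzyme; Quantity: 0.625 nM enzyme; Detection: endpoint fluorescence intensity; Times: 50 min dark incubation at room temperature; Controls: substrate-only low control, DMSO enzyme-plus-substrate high control; Doses: single 20 µM dose; Read-out: percent inhibition versus substrate-only and uninhibited controls; Reagent: 400 µM OMFP.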
# STEP inh = STEP (human) phosphatase inhibition; P54829; 360,000 tested, 0.25% active; AID 588621; recombinant STEP, OMFP fluorogenic substrate, fluorescence; inhibition, % at 20 µM;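 active = inhibition at 20 µM, scaled per plate between control wells, above about 37%, limit read from the data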;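 note: 0% = DMSO with enzyme and substrate and 100% = substrate only without enzyme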
#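 System: STEP (striatal-enriched tyrosine phosphatase) enzyme, cell-free; medium: Bis-Tris pH 6.0 buffer with DTT, detergent; dosing: 20 µM, 1% DMSO; times: reaction 20 min, ambient temperature; detection: fluorescence, 480/540 nm; read-out basis: normalized % inhibition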
# MsrA inh = bovine MsrA inhibition; purified bovine MsrA, absorbance read-out; inhibition, % at 15.5 µM; 360,000 tested, 0.75% active; AID 651718; in the data active = inhibition above about 4.5%;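 note: 0% = vehicle wells with enzyme and 100% = reference inhibitor wells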
# MsrA act = activates bovine MsrA enzyme; purified bovine MsrA, absorbance read-out; 360,000 tested, 0.3% active; AID 602163; activation, % at 10.6 µM; in the data active = activation above about 7.5%;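 note: 0% = vehicle and 100% = reference activator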
# eLon inh = inhibitors of E. coli Lon protease; P0A9M0; purified E. coli Lon protease, fluorescence polarization; inhibition, % at 7.94 µM; 360,000 tested, 0.42% active; in the data active = inhibition above about 13%, passing the limit was not always enough;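 note: 0% = enzyme with probe and DMSO and 100% = no enzyme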
# Target sequence (P0A9M0 whole entry, looked up): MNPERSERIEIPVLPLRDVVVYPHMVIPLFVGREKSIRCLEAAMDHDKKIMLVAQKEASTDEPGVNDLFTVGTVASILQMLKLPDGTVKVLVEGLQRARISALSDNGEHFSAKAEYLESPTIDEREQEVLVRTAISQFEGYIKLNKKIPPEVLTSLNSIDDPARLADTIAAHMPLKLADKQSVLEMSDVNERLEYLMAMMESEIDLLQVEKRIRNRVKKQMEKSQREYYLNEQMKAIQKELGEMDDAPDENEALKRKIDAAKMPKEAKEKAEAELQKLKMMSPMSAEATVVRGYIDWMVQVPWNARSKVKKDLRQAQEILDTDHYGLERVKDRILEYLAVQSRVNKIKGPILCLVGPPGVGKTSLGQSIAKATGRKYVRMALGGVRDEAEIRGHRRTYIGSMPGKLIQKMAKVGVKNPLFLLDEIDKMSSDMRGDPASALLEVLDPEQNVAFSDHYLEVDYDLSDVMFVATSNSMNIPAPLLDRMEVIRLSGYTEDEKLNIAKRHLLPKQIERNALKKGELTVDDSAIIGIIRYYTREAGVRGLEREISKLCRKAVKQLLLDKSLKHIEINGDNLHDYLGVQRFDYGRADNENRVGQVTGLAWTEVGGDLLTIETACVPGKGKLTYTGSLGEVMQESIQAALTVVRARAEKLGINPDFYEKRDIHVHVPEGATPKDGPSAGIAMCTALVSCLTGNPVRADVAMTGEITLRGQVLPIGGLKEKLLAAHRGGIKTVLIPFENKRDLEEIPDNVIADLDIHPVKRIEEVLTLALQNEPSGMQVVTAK
# An asterisk follows results filed as active; i = inactive; & = joins results of further samples.
# Values run as follows: TbMetRS inhib, SUMO1 PPI mod, MsrA inh, STEP inh, LMPTP inh, MsrA act, DNMT1 block, CendR NRP1 mod, Scp1 inh, eLon inh
- CCn1c(O)c(/C=N/N2CCOCC2)c(=O)n(CC)c1=S
 : -0.9, 1, 2.4, -1, -1.1, -11, 1, 5, 1, -32
- Cn1c(O)c(C(=O)c2ccccc2F)c(=O)n(C)c1=O
 : -0.3, -2, 0.8, -6, -1.1, -1, 1, -6, -5, 8
- CCOC(=O)N1CCC(NC(=O)CCc2nc(C3=CCN(C)CC3)no2)CC1
 : -0.1&-0.9, -11&-5, 0.4&-1.0, 2&-3, -1.5&-4.8, -2&0, -1&0, -1&10, -5&-18, -7&-1
- CN1/C(=C\C=C2C(=O)NC(=S)NC2=O)C(C)(C)c2ccccc21
 : -0.5, -35, -0.3, -61, 20, -4, 81*, 134, 0, i
- COC(=O)C1=C(c2ccc(-c3ccccc3)c(F)c2)C[C@@H]2CC[C@H]1N2C(=O)NCCOc1ccccc1Cl
 : -0.1, 3, 1.8, 8, 8.8, -2, -14, 3, -18, 1
- CC12CCC3c4ccc(OC(=O)N(CCCl)CCCl)cc4CCC3C1CCC2O (centres undefined)
 : 0.2, 5, 0.1, -2, 0.5, -3, -14, 6, -3, -5
- COc1cc(CNCCc2ccc3c(c2)OCO3)ccc1O
 : -1.2, 6, -0.3, 1, -0.8, -1, -2, 2, -8, -6
- CCOP(=O)(OCC)/C(C#N)=C/c1ccc(Br)cc1
 : 0.8, 0, 2.3, -3, -0.3, 2, 1, 1, -13, -1
- COc1ccc(CCn2c(O)c(C=NCCN3CCCCC3)c(=O)[nH]c2=O)cc1OC
 : 0.7, 2, 0.2, -5, -5.2, -2, 2, -3, -9, -10
- CN1CCN(c2ncnc(Cl)c2N)CC1
 : 0.0, -3, 0.2, 0, 1.5, -1, -2, 10, 7, 1

# Brought forward from above: 6 compounds; new compounds follow.
# Values run as follows: TbMetRS inhib, SUMO1 PPI mod, MsrA inh, STEP inh, LMPTP inh, MsrA act, DNMT1 block, CendR NRP1 mod, Scp1 inh, eLon inh
- COC(=O)C1=C(c2ccc(-c3ccccc3)c(F)c2)C[C@@H]2CC[C@H]1N2C(=O)NCCOc1ccccc1Cl
 : -0.1, 3, 1.8, 8, 8.8, -2, -14, 3, -18, 1
- CC12CCC3c4ccc(OC(=O)N(CCCl)CCCl)cc4CCC3C1CCC2O (centres undefined)
 : 0.2, 5, 0.1, -2, 0.5, -3, -14, 6, -3, -5
- COc1cc(CNCCc2ccc3c(c2)OCO3)ccc1O
 : -1.2, 6, -0.3, 1, -0.8, -1, -2, 2, -8, -6
- CCOP(=O)(OCC)/C(C#N)=C/c1ccc(Br)cc1
 : 0.8, 0, 2.3, -3, -0.3, 2, 1, 1, -13, -1
- COc1ccc(CCn2c(O)c(C=NCCN3CCCCC3)c(=O)[nH]c2=O)cc1OC
 : 0.7, 2, 0.2, -5, -5.2, -2, 2, -3, -9, -10
- CN1CCN(c2ncnc(Cl)c2N)CC1
 : 0.0, -3, 0.2, 0, 1.5, -1, -2, 10, 7, 1
- CCOC(=O)c1sc(/N=C/c2c(O)n(-c3cccc(C)c3)c(=O)[nH]c2=O)c(C#N)c1C
 : 0.1, -2, 1.5, 0, 0.1, -5, -3, -118, -7, -56
- COP(=O)(OC)/C(C=O)=N/Nc1ccc([N+](=O)[O-])cc1
 : -0.7, -26, 3.5, -2, -0.5, -5, -4, 18, -1, -4
- Cc1nc2nc(SCC(=O)N3CCC4(CC3)OCCO4)nn2c(C)c1Cc1ccccc1
 : 0.8, 5, 0.2, 0, -1.6, -2, 1, 1, -4, 0
- O=c1[nH]c(N2CCN(Cc3ccc4c(c3)OCO4)CC2)nc2c1CCC2
 : -1.4, -1, -0.4, -2, -1.6, -9, 4, -3, -1, -7
- N=Cc1c(O)n(-c2ccc(C34CC5CC(CC(C5)C3)C4)cc2)c(=O)[nH]c1=O
 : -0.9, 2, -0.2, 3, 0.2, -1, 8, -84, -7, -31
- COc1ccc(CCNCc2ccccc2F)cc1OC
 : -0.6, -3, -1.0, -1, -2.9, 1, -1, -4, -5, -14
- CN1C(=O)C(=Cc2coc3ccccc3c2=O)C(=O)N(C)C1=O
 : -0.1, 3, 0.1, 0, -0.5, -2, -2, -26, -8, -11
- CCC1(OC(=O)c2ccccc2)CC(C)N(C)CC1C (centres undefined)
 : -0.2, 0, -1.4, -1, -2.3, -2, 3, -1, -2, -8
- COC(=O)C1=C(c2ccccc2OCc2ccccc2)C[C@@H]2CC[C@H]1N2C(=O)NCCOc1ccc(OC)cc1
 : -0.2, -1, 0.5, 2, 3.0, 6, -6, 1, 2, -7
- CCN(CC)CCCNC(=O)c1c(O)c2ccccc2n(Cc2ccccc2)c1=O
 : -1.4, -2, 0.8, -2, -3.4, 0, -5, 9, 4, 8
- COc1ccccc1CN1CCN(C(=O)COc2ccc3ccccc3c2)CC1
 : 0.2, -5, 0.2, -1, -1.3, -2, 2, -1, 3, 5
- CCN(CC)S(=O)(=O)c1ccc(NN=C(C#N)C#N)cc1
 : -1.2, -11, 1.1, 0, -0.1, -10, 0, -4, -3, -7
- O=C(CNC(=O)c1ccccc1Cl)Nc1ccc(Br)cc1C(=O)c1ccccc1
 : 0.6, -3, -0.8, -1, 0.0, -3, -2, -13, -8, -5
- C[C@H]1CC[C@@H]2N(C1)C[C@H]1[C@@H]3C[C@H]4[C@@H](CC(=O)[C@H]5C[C@@H](O)CC[C@@]54C)[C@@H]3CC[C@H]1[C@]2(C)O
 : -0.3, 3, 0.2, -1, -0.2, -1, 1, 5, -4, 1
- O=C1NC(=S)N(c2ccc(F)cc2)C(=O)/C1=C/c1ccccc1O
 : 0.5, 5, 0.7, 0, 0.5, 4, 2, 4, -13, -8
- Clc1ccc(OCC#CCN2CCOCC2)cc1
 : 0.3, 3, -0.4, -1, -1.1, -1, 1, 18, -6, -2

# Screening data as filed in PubChem.

# These rows are one share of the data; count on the stated rates, not on these rows.
